Assay outcomes as filed in PubChem BioAssay.
Cneo AK release: Cryptococcus neoformans cell lysis inducers, primary screen, AK release luminescence, single concentration; C. neoformans lysis, adenylate kinase release luminescence, 4 h; normalised: neutral wells 0, clomiphene wells 100; 360,000 compounds, 0.2% hits; lysis activity, % at 15 µM; AID 651654, 2012;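 active means mean lysis activity across replicates of at least 80%, whatever share of replicates individually reach that level; inactive means mean lysis activity below 80%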
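Test system: log-phase Cryptococcus neoformans yeast cells; Quantity: yeast cell density of 5 × 10^6 cells/mL; Buffer or medium: YPD; Doses: single compound concentration per well; Timing: 4 h at 37 °C static, read 1 h later; Measured by: AK luminescence; Read-out basis: lysis from increased AK signal; Control set: Clomiphene as positive control.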
INS-1E GSIS act: GLuc luminescence reporter in INS-1E cells, primary screen for activators of glucose-dependent secretion of insulin. activation, % at 16.6 µM. 370,000 compounds, 0.61% hits. INS-1E GLuc reporter insulin secretion, 2-3 h;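 active means lowest replicate activation of at least 40%, so every replicate reaches that level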;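 further: 0% = median of neutral control wells and 100% = median of IBMX positive control wells; some compounds called inactive have numbers as strong as hits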
miR122 inh: miR-122 Renilla sensor signal increase in Huh7, primary screen, miR-122 inhibitor project, cell-based, single point, plate reader; 340,000 compounds, 0.3% hits; AID 602342, 2012; activation (reporter increase), % at 12.5 µM; Huh7 miR-122 Renilla luciferase sensor, 48 h; neutral wells = 0, positive control = 100;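 active means mean replicate activation score at least 90 and every replicate individually at or above 90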;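 further: higher luciferase means less miR-122 activity so hits act as miR-122 inhibitors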
C2C12 statin: suppressors of statin myotoxicity in C2C12 myotubes, primary screen, cell-based, single point, plate reader | C2C12 myotubes + simvastatin, ATP luminescence, 48 h; scaled: DMSO 0, geranylgeraniol control 100 | AID 602340, 2012 | rescue of ATP level, % at 7.49 µM | 330,000 compounds, 0.78% hits;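 active means mean ATP rescue above about 67%, or every replicate alone reaching that limit, limit read from the data, passing the limit was not always enough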;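 further: myotubes were challenged with 10 µM simvastatin during compound exposure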
PGC1a acetyl inh: inhibitors of PGC1a acetylation signal, primary screen, cell-based, U2OS, AlphaScreen, inhibitor mode; AlphaScreen anti-acetyl-lysine; with virally co-expressed GCN5 acetyltransferase; inhibition, % at 15.6 µM; 350,000 compounds, 0.17% hits; AID 651687, 2012;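 active means every replicate shows inhibition of at least 40%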;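 further: 0% = neutral control wells and 100% = positive control wells; some results beyond the cut were filed as inactive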
PglD DTNB: C. jejuni PglD acetyltransferase inhibitors, primary screen, biochemical, DTNB colorimetric, single point. 360,000 compounds, 0.098% hits. purified PglD enzyme, DTNB colorimetric CoA detection. inhibition, % at 12.5 µM. UDP-N-acetylbacillosamine N-acetyltransferase PglD (Campylobacter jejuni); in the data active means inhibition above about 16%, passing the limit was not always enough; further: strong numbers were not always called active
F508del corr: F508del CFTR correction, initial screen, CFBE line, single point; activity (quench increase), % at 7.58 µM; AID 720511, 2013; 350,000 compounds, 0.36% hits; CFBE cells, YFP halide quenching; stimulated with forskolin plus potentiator P3; % fluorescence drop versus neutral controls;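 active means mean added fluorescence quench of at least 8% versus neutral control, with both replicates also reaching 8%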;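 further: cells transiently co-express mutant CFTR-F508del with the halide-sensitive YFP; corrector assay measuring rescue of mutant channel to the surface after 24 h compound exposure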
FN deposition inh: inhibitors of fibronectin matrix deposition, primary screen, AH1F cells, Alexa488-fibronectin fluorescence, plate reader; AH1F fibroblasts, overnight; inhibition, % at 12.6 µM; 350,000 compounds, 0.086% hits; AID 743247, 2014;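 active means mean inhibition across replicates of 30% or more, regardless of how many single replicates reach that level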;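 further: positive control wells lacked labelled fibronectin entirely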
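Schedule: 1 h cell adhesion before compound, then overnight fibronectin incubation; test system: AH1F fibroblast monolayer depositing Alexa488-labelled fibronectin into matrix; quantity: 10000 AH1F cells per well; probe or stimulus: fluorescent fibronectin at 24 nM final; signal: fluorescence, ex 485 nm, em 525 nm; evaluation: percent inhibition as loss of matrix-bound fibronectin fluorescence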
The depositor's hits bear a star; . = not tested or not shown; [ ] = another dose, or the depositor's remark. Compounds as they come; about 2.1% have a hit in one of these screens.

| Molecule | C2C12 statin | Cneo AK release | F508del corr | INS-1E GSIS act | PglD DTNB | FN deposition inh | PGC1a acetyl inh | miR122 inh |
| --- | --- | --- | --- | --- | --- | --- | --- | --- |
| O=C(NCC[C@@H]1CC[C@H](NS(=O)(=O)Cc2ccccc2)[C@@H](CO)O1)C1CCCC1 | 7 | -2 | -3.1 | 17 | 1 | -2 | 3 | 3[16.7 µM] |
| COc1cccc(C(=O)NCCS(=O)(=O)N2CCOCC2)c1 | -8 | -4 | 0.7 | -13 | -2 | -8 | -1 | 8 |
| COc1cccc(N2C(=O)C3CCCN3C2=S)c1 (stereo not given) | -11 | -1 | 4.6 | 15 | 3 | 4 | . | . |
| CCc1ccc(-c2nn(-c3ccccc3C)cc2C(=O)N2CCN(C3CCS(=O)(=O)C3)CC2)cc1 (stereo not given) | -25 | 5 | 2.0 | 5 | -1 | 0 | 4 | -4 |
| CC1CC(C)CN(C(=O)COC(=O)c2ccc(S(=O)(=O)N(C)c3ccccc3)cc2)C1 (stereo not given) | 10 | 1 | 4.6 | -11 | -2 | -2 | -11 | -1 |
| O=C(NC1CC1)c1cc2c(s1)-c1ccccc1OC2 | 1 | -1 | 0.6 | 1 | 0 | 2 | 3 | -2 |
| O=C(COc1ccc2ccccc2c1)N1CCNCC1 | 4 | 3 | -2.6 | -1 | 3 | 6 | . | -4 |
| COc1ccccc1NC(=O)C[C@H]1CC[C@H]2[C@@H](COc3ccc(NC(=O)C(C)C)cc3C(=O)N2C)O1 | -29 | -1 | -1.3 | 14 | -2 | 6 | 1 | 0[16.7 µM] |
| C[C@H]1CN([C@@H](C)CO)C(=O)c2cccc(NS(=O)(=O)c3cccs3)c2O[C@@H]1CN(C)C | 0 | 0 | 1.1 | -3 | -3 | 4 | 1 | 40[16.7 µM] |
| CC(=O)N1CCCc2cc(S(=O)(=O)NC(C(=O)NC3CCCCC3)C(C)C)ccc21 (stereo not given) | -4 | . | -0.2 | 4 | . | 13 | -5 | -5 |
| CCN(c1cccc(C)c1)C1C(=O)c2ccccc2N1C(C)=O (stereo not given) | 12 | 1 | -1.1 | 11 | -5 | -10 | -12 | 6 |
| CC12CCC(C(=O)NNC(=O)c3ccccc3)(OC1=O)C2(C)C (stereo not given) | 2 | -2 | 2.8 | 6 | 0 | 3 | . | -2 |
| O=C(CCN1CCN(Cc2ccccc2)CC1)NNC(=O)Nc1cccc(Cl)c1 | -6 | 4 | -0.3 | . | -7 | 1 | . | . |
| COc1ccc(CN(C)C[C@H]2Oc3ccc(NS(=O)(=O)c4ccc(OC)cc4)cc3C(=O)N([C@H](C)CO)C[C@@H]2C)cc1 | -16 | -1 | 2.0 | -3 | 15 | . | 4 | -2[16.7 µM] |
| NC(=O)c1nn(CC(=O)Nc2cccc(S(=O)(=O)N3CCCC3)c2)c(=O)c2ccccc12 | 4 | 1 | 2.4 | -5 | -1 | 3 | . | . |
| O=C(C[C@@H]1CC[C@@H](NC(=O)c2ccncc2)[C@H](CO)O1)NCC1CCCCC1 | 5 | -2 | 2.4 | 11 | 1 | 11 | -1 | 3[16.7 µM] |
| O=C(N[C@H]1CC[C@@H](CCNS(=O)(=O)c2ccc(Cl)cc2)O[C@@H]1CO)c1ccccn1 | -2 | 38 | 0.4 | 6 | 3 | -7 | -9 | 89[16.7 µM] |
| O=C(NC1CCC(O)CC1)c1ccc(-c2ccc(Cl)cc2)o1 (stereo not given) | -37 | . | 2.9 | 25 | . | -1 | . | 5 |
| CCCNC(=O)C[C@H]1CC[C@H]2[C@@H](COc3ccc(NC(=O)CCC)cc3C(=O)N2C)O1 | -2 | 0 | 1.0 | 5 | 2 | . | 0 | -1[16.7 µM] |
| Cc1c(C(=N)C(C#N)C#N)c(=N)oc2c1ccc1ccccc12 | 6 | 1 | 0.0 | -2 | -5 | -2 | . | . |
| CN(CCc1ccccc1)C(=O)c1cccc(NC(=O)Cc2cccc(NC(=O)C3CCCN(C(=O)CCc4ccccc4)C3)c2)c1 (stereo not given) | -11 | -1 | -0.8 | 9 | 11 | 0 | -17 | -11 |
| COc1ccc(C(C)=O)cc1CSc1nc2cc(Cl)ccc2o1 | 11 | -1 | . | . | 0 | . | -9 | -4 |
| CC(C)(C)[C@@H]1C=C(C(=O)N2CCCCCCC2)O[C@H](OCCCCO)C1 | . | -1 | 2.1 | . | 0 | . | -15 | . |
| C[C@H](CO)N1C[C@H](C)[C@H](CN(C)Cc2ccc3c(c2)OCO3)Oc2c(NS(=O)(=O)c3ccc(F)cc3)cccc2C1=O | 8 | -1 | -1.3 | 24 | 3 | . | 3 | 13[16.7 µM] |
| Cc1cc(C)nc(N/N=C/c2cc(Br)ccc2O)n1 | . | 4 | 2.0 | -5 | 8 | -2 | 19 | 0 |
| COc1cccc(NC(=O)N2CCc3nc(Nc4cc(Cl)cc(Cl)c4)ncc3C2)c1 | 12 | 0 | -0.4 | . | -6 | -3 | -22 | 3 |
| CCCCN1C(=N)N([C@@H](CCC)CN2CCC[C@H]2CN2C(N)=NC[C@@H]2Cc2ccccc2)C[C@H]1Cc1ccccc1 | -2 | 1 | -2.9 | . | -1 | -8 | . | -6 |
| COc1ccccc1-c1nnc(-c2ccc(N3CCOCC3)cc2)o1 | . | -3 | . | 26 | 3 | . | -7 | -7 |
| CC(=O)O/N=C/c1c(C)c(C=O)n2ccccc12 | 5 | 5 | -7.0 | -20 | -1 | -6 | . | 3 |
| CNC[C@@H]1OCCCC[C@@H](C)Oc2ccc(NC(=O)CCC(F)(F)F)cc2C(=O)N([C@@H](C)CO)C[C@@H]1C | -43 | 46 | 2.0 | 12 | 1 | . | 4 | -4[16.7 µM] |
| C=CCn1c(COc2ccccc2C)nnc1SCC(=O)O | -6 | 0 | . | . | 6 | . | -18 | -7 |
| COc1ccc(S(=O)(=O)NCCc2c[nH]c3ccc(C)cc23)cc1 | 12 | -2 | -2.2 | -8 | 2 | -1 | 7 | 9 |
| O=C(c1ccccc1NS(=O)(=O)c1cccs1)N1CCOCC1 | . | 3 | . | . | -2 | 1 | . | 8 |
| COc1ccc(NC(=O)Nc2ccc3c(c2)[C@H]2C[C@@H](CC(=O)N(C)C)O[C@@H](CO)[C@H]2O3)cc1 | 2 | -4 | -2.1 | 1 | 1 | 1 | -1 | 2[16.7 µM] |
| COc1ccc(/C=C/C(=O)OCC(=O)N2CCCC2)c(OC)c1 | 4 | 0 | 4.0 | 7 | -2 | -6 | -3 | 1 |
| CCCNC(=O)C[C@H]1CC[C@@H]2[C@@H](COc3ccc(NC(=O)Cc4ccccc4)cc3C(=O)N2C)O1 | -216 | -2 | -1.5 | -12 | 1 | -6 | -7 | 0[16.7 µM] |
| CCC(=O)Nc1c(-c2ccc(OC)cc2)c(=O)c2ccccc2n1C | -9 | 1 | . | . | -2 | 5 | -5 | -6 |
| COc1nc(N(C#N)CC(N)=O)nc(N2CCCC2)n1 | 9 | 0 | . | . | -3 | 2 | 2 | 3 |
| COc1ccccc1N(CN1CCCC1=O)C(=O)c1ccccc1F | 1 | -1 | . | . | 1 | -1 | -1 | -5 |
| COc1ccccc1C(=O)N(Cc1sccc1C)C1CCS(=O)(=O)C1 (stereo not given) | -6 | -2 | -0.3 | 9 | 3 | 6 | . | . |
| C=CC(n1cncn1)C(O)(c1ccccc1)c1ccccc1 (stereo not given) | -6 | -2 | -0.2 | -10 | 1 | -34 | -7 | -6 |
| C/C(=C\C(=O)c1ccccc1)Nc1ccc(O)cc1 | 7 | -1 | . | . | . | 7 | -1 | -11 |
| C[C@@H]1CCCCO[C@@H](CN(C)C(=O)C2CCCCC2)[C@@H](C)CN([C@H](C)CO)C(=O)c2cc(NC(=O)Nc3ccc(F)cc3)ccc2O1 | . | 0 | -4.1 | 3 | 1 | . | 11 | -5[16.7 µM] |
| Cc1ccc(OCCNC(=O)c2ccccc2N)cc1 | -9 | -2 | -1.7 | 13 | -4 | -2 | . | -2 |
| OCCNC(=S)Nc1cccc(Cl)c1Cl | -8 | 7 | -1.2 | -42 | 8 | 7 | 9 | 2 |
| Cc1ccc(S(=O)(=O)Nc2ccc3c(c2)C(=O)N([C@@H](C)CO)C[C@@H](C)[C@H](CN(C)C(=O)Nc2c(C)noc2C)OCCCC[C@H](C)O3)cc1 | . | -1 | 1.5 | 6 | 1 | 4 | -5 | 1[16.7 µM] |
| COc1ccc(NC(=O)N(C)C[C@H]2Oc3ncc(C#C[C@H](C)O)cc3C(=O)N([C@@H](C)CO)C[C@@H]2C)cc1 | 6 | -12 | -0.6 | 12 | -2 | . | 4 | -1[16.7 µM] |
| Cc1ccc(S(=O)(=O)N(C)C[C@@H]2Oc3c(NC(=O)C4CC4)cccc3C(=O)N([C@H](C)CO)C[C@@H]2C)cc1 | -52 | -1 | 0.1 | 14 | 2 | -2 | 4 | 4[16.7 µM] |
| COc1ccc([Si](C)(C)[C@@H]2[C@@H](CCO)O[C@]3(C(=O)N(Cc4cccc(N5CCCCC5=O)c4)c4ccccc43)[C@H]2C)cc1 | . | 2 | 5.1 | . | -7 | . | -7 | . |
| O=C(O)CSc1nnc(-c2cccs2)n1-c1ccc(Cl)cc1 | . | 3 | . | -1 | 3 | 0 | 9 | 0 |

Other compounds.
| Molecule | C2C12 statin | Cneo AK release | F508del corr | INS-1E GSIS act | PglD DTNB | FN deposition inh | PGC1a acetyl inh | miR122 inh |
| --- | --- | --- | --- | --- | --- | --- | --- | --- |
| CC(C)(C)C1CCc2c(sc3c2C(=O)NC(c2ccco2)N3)C1 (stereo not given) | 36 | -4 | 4.0 | -3 | 7 | . | -5 | 3 |
| COc1ccc(CCNC(=O)c2cc(C(C)C)on2)cc1OC | -5 | 0 | 1.2 | . | 2 | 0 | . | . |
| COc1cccc(C(=O)c2c(-c3ccccc3)ncc3cc(OC)c(OC)cc23)c1 | -13 | -11 | 2.7 | 12 | 1 | 1 | 8 | 7 |
| COc1ccccc1/C=C1/SC(=S)N(C(C)C(=O)NC2C=CS(=O)(=O)C2)C1=O (stereo not given) | 4 | -3 | -0.3 | -6 | 0 | -2 | 1 | -1 |
| CN(C1CCCCC1)S(=O)(=O)c1ccc2[nH]c(=O)oc2c1 | -4 | . | 1.3 | 17 | . | -3 | -6 | 1 |
| CCCCCCCCOC(=O)CCc1c(C)[nH]c(=S)[nH]c1=O | 2 | -1 | . | . | -3 | . | -6 | -3 |
| CC1(C)Cc2c(sc3c2c2ncnn2c2nnc(SCC(=O)NCc4ccco4)n32)CO1 | -10 | 3 | . | . | -5 | . | 15 | 0 |
| CCOc1ccc2nc(SCC(=O)NCc3ccc4c(c3)OCO4)[nH]c2c1 | 23 | 0 | . | -11 | -1 | 8 | -8 | 6 |
| CCOC(=O)C1(C)CCCCN1C(=O)c1ccnc(Cl)c1 (stereo not given) | 17 | -1 | -1.1 | 6 | -6 | 5 | 13 | -5 |
